# MITF primary – MITF inhibitors, primary screen, biochemical, AlphaScreen, human. Microphthalmia-associated transcription factor (Homo sapiens), O75030. 650,000 compounds, 0.91% hits. AlphaScreen MITF homodimerization, bead proximity signal. inhibition, % at 2.6 µM; in the data active = inhibition above about 50%;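 note: 0% = vehicle wells with protein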
# GPR151 activ – activators of human GPR151, primary screen, cell-based, PathHunter beta-arrestin, luminescence; 650,000 compounds, 1% hits; G-protein coupled receptor 151 (Homo sapiens), Q8TDV0; AID 1508602, 2020; PathHunter beta-arrestin GPR151 cells; activation, % at 11.2 µM; in the data active = activation above about 4.9%;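 note: 0% = median of compound wells and 100% = cells with positive control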
# TEAD-YAP block – TEAD-YAP interaction inhibition, primary screen, TEAD-YAP interaction inhibitor project, luminescence, HEK-TIYL cells. TEAD-Gal4/YAP UAS-luciferase luminescence. inhibition, % at 9.12 µM. 640,000 compounds, 1.4% hits; in the data active = inhibition above about 32%;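 note: 0% = median of test compound wells and 100% = reference inhibitor wells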
# FBW7 act – FBW7 E3 ligase activators, primary screen, biochemical, AlphaScreen, human. AlphaScreen FBW7–phospho-cyclin E peptide binding, activator screen. 650,000 compounds, 0.13% hits. F-box/WD repeat-containing protein 7 (Homo sapiens), Q969H0. normalized activity (activation), % at 26.1 µM; in the data active = normalized activity above about 1.9%;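 note: purified mutant Fbw7 with reduced substrate affinity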
# Target sequence (Q969H0 whole entry, looked up): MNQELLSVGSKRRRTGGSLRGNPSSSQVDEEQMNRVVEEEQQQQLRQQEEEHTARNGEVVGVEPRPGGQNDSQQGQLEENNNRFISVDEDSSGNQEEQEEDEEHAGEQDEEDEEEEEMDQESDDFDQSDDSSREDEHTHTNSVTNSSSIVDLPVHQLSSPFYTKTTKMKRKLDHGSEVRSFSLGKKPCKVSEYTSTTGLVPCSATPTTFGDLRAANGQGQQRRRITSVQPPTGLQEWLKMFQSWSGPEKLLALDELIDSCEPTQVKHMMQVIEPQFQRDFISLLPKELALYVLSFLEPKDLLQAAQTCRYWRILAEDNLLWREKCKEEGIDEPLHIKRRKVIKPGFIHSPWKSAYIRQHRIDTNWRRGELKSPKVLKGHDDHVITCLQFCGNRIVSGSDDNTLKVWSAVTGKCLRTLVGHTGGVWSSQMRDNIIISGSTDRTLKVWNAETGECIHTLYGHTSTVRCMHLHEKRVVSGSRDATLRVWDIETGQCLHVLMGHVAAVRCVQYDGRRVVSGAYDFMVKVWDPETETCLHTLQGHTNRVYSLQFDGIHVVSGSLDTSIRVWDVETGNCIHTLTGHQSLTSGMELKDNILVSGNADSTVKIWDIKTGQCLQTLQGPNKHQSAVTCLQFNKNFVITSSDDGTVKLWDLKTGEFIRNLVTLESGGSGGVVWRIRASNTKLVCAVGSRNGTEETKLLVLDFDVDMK
# Active calls of the source: *.
# Assay codes – A = MITF primary; B = GPR151 activ; C = TEAD-YAP block; D = FBW7 act
(1) COc1ccc(NC(=O)c2ccccc2OCC(=O)NC2CCCCC2)c([N+](=O)[O-])c1
  A = -10	B = 0.6	C = 1	D = 0.0

(2) CC1CN(C(=O)c2cccc3c2-c2ccccc2C3=O)CC(C)O1 (stereo not given)
  A = -2	B = -0.3	C = -11	D = -0.1

(3) COc1ccc(/C=C(/NC(=O)c2ccc(Cl)cc2)C(=O)Nc2cc(Cl)cc(Cl)c2)cc1OC
  A = -2	B = -0.4	C = -4	D = 0.0

(4) O=C1[C@@H]2CSCN2C(=O)[C@H]2CN(S(=O)(=O)c3ccccc3F)CCN12
  A = -4	B = -1.7	C = 4	D = -0.2

(5) N#C/C(=N\Nc1ccc(S(=O)(=O)N2CCOCC2)cc1)c1nc2ccccc2[nH]1
  A = 2	B = -3.3	C = 4	D = -0.1

(6) O=C1c2ccccc2C(=O)C1c1nc2sc3ccccc3c2o1
  A = -105	B = 0.8	C = -64	D = -0.6

(7) CCSc1nnc(NC(=O)CSc2nnc(-c3c[nH]c4ccccc34)n2C)s1
  A = 17	B = 0.5	C = -4	D = 0.8

(8) COC(=O)Cn1c(=NC(=O)c2cc(C)oc2C)sc2cc3c(cc21)OCO3
  A = 3	B = 0.0	C = -2	D = 0.1

(9) CC(=O)N1CCc2c(sc(NC(=O)c3ccccc3C)c2C(N)=O)C1
  A = 0	B = -0.4	C = 0	D = -0.1

(10) Cc1ccc(N=c2scc(-c3ccc(C(=O)O)cc3)n2-c2ccc(C)cc2)cc1
  A = -5	B = 0.2	C = -23	D = -0.2

(11) CN1C(=O)/C(=C\c2cccc(Cl)c2)c2ccccc21
  A = -13	B = 0.1	C = -15	D = -0.2

(12) COc1cc(-c2nc(C=Nc3ccccc3Br)c(O)o2)cc(OC)c1OC
  A = 1	B = -0.4	C = 5	D = 0.1

(13) COc1ccc(Cl)cc1NC(=O)C1=C(C)NC(=S)NC1c1ccccc1OC (stereo not given)
  A = 20	B = 0.1	C = 9	D = 0.2

(14) Cc1ccc(-c2nnc(Nc3ccc4c(c3)ncn4C)c3ccccc23)cc1
  A = 18	B = 0.2	C = -7	D = 0.1

(15) CC(=O)c1cccc(N=Cc2ccc(OC(=O)c3ccccn3)cc2)c1
  A = 20	B = -2.4	C = -7	D = -0.3

(16) O=Cc1cccn1-c1ccc(C(=O)O)cc1
  A = 67*	B = 1.0	C = -4	D = -0.2

(17) CC(=O)Nc1ccccc1NC(=O)COc1ccc(C(C)(C)C)cc1
  A = 10	B = 0.3	C = 8	D = 0.1

(18) Oc1ccc2occ(C(O)c3ccccc3)c2c1CN1CCOCC1 (stereo not given)
  A = 11	B = -0.3	C = -6	D = 0.2

(19) O=C(CN1CCOCC1)Oc1cccc2cccnc12
  A = -8	B = -0.5	C = 2	D = -0.1

(20) CCOc1cc(CN2CCc3c(nc(N4CCCC4)[nH]c3=O)C2)ccc1O
  A = -3	B = -0.5	C = -1	D = -0.1

(21) COc1ccccc1NS(=O)(=O)c1ccc(Oc2ccccc2OC)cc1
  A = 3	B = -0.7	C = 20	D = 1.0

(22) CCOC(=O)c1cnn(-c2ccc(OC)cc2)c1CNCC1(N2CCOCC2)CCCC1
  A = 4	B = -0.3	C = 0	D = -0.2

(23) CCN(CC)CCNc1nc(=O)n2c(sc3ccccc32)c1C#N
  A = -2	B = -1.1	C = 0	D = 0.0

(24) Fc1ccc(-n2cc(-c3ccccc3)c3c(SCc4ccccc4)ncnc32)cc1
  A = 12	B = 3.6	C = 5	D = 0.1

(25) Cc1cccc(Oc2c(C(F)(F)F)oc3c(CN(C)Cc4ccccc4)c(O)ccc3c2=O)c1
  A = -7	B = -0.5	C = 2	D = 0.2

(26) O=S(=O)(c1cccc2nonc12)N1CCCCC1
  A = 15	B = -2.1	C = 3	D = 0.1

(27) CCc1ccc(NC(=O)Cn2cnc3c(cnn3-c3ccccc3)c2=O)cc1
  A = 12	B = -0.3	C = 6	D = 0.2

(28) Clc1ccccc1-c1ccc(N2CCOCC2)nc1
  A = 18	B = -1.7	C = -45	D = -0.1

(29) CC(=O)N(Cc1cc2cc3c(cc2[nH]c1=O)OCO3)C1CCCCC1
  A = 2	B = -1.2	C = 13	D = 0.4

(30) C[C@H](NC(=O)c1ccco1)C(=O)Nc1nccs1
  A = 11	B = 1.1	C = -7	D = -0.1

(31) Cc1ccc(S(=O)(=O)C(CNS(=O)(=O)c2cc(F)ccc2F)c2ccco2)cc1 (stereo not given)
  A = 0	B = -0.4	C = 0	D = -0.1

(32) CCOc1ccc(CNc2nc3nc(C)c(CC(=O)OC)c(=O)n3[nH]2)cc1
  A = 12	B = 1.0	C = 3	D = -0.1

(33) COc1ccc(/C=N/NC(=O)C23CC4CC(C)(CC(C)(C4)C2)C3)cc1
  A = 11	B = 1.0	C = 2	D = 0.1

(34) CCC(=O)N(/C=C1\Sc2ccccc2C1=O)c1ccccc1
  A = 18	B = -2.7	C = -1	D = 0.8

(35) COc1ccccc1N1CCN(C(=O)Cn2c(=S)[nH]c3ccccc3c2=O)CC1
  A = 9	B = 2.6	C = 0	D = -0.1

(36) CCOC(=O)C1=C(O)/C(=C/c2ccccc2OCC(=O)O)SC1=Nc1ccc(OCC)cc1
  A = 1	B = -0.7	C = -9	D = -0.1

(37) COCCNC(=O)c1ccc(Cn2c(=S)[nH]c3c([nH]c4ccc(OC)cc43)c2=O)cc1
  A = 13	B = 0.4	C = -10	D = 0.5

(38) Cn1c(Nc2ccc(N3CCC(C(=O)NC4CCN(Cc5ccccc5)CC4)CC3)nn2)nc2ccccc21
  A = 5	B = -1.5	C = 3	D = 0.0

(39) C=CCn1c(SCC(=O)Nc2ccccc2OCC)nnc1-c1ccccc1O
  A = 15	B = -0.2	C = -9	D = 0.1

(40) Cc1cnc(=O)[nH]c1SCc1cccc(Cl)c1
  A = -3	B = 0.6	C = 11	D = -0.1

(41) CCn1c(SCC(=O)Nc2sc3c(c2C(N)=O)CCCC3)nnc1-c1ccncc1
  A = -10	B = 1.1	C = 7	D = 0.1

(42) C=C(C)CN1CCN(c2c3c(c(C#N)c4nc5ccccc5n24)CCC3)CC1
  A = -4	B = -0.3	C = 0	D = -0.1

(43) C=CCn1c(C)csc1=Nc1ccc(Cl)cc1
  A = 25	B = 1.8	C = -4	D = -0.1

(44) Cc1cnc(-c2c(C)nn(C)c2C)nc1NCc1cccnc1
  A = -4	B = 0.5	C = -20	D = -0.1

(45) CC1(C)Cc2c(sc(NC(=O)Nc3ccccc3)c2C(N)=O)CO1
  A = -9	B = -2.1	C = -79	D = -0.3

(46) Cc1cc(N2C(=O)CSC23C(=O)Nc2ccccc23)ccc1Cl (stereo not given)
  A = 6	B = -0.7	C = 5	D = -1.8

(47) COC(=O)c1ccc(C2C(C(=O)OC(C)C)=C(N)OC3=C2C(=O)CC(C)(C)C3)cc1 (stereo not given)
  A = -2	B = 0.6	C = 2	D = -0.1

(48) COc1ccc(NC(=O)CCCOc2ccc(C(C)=O)cc2)cc1Cl
  A = -10	B = 0.6	C = 4	D = 0.1

(49) O=C1CCCN1CCCNCC(O)COc1ccccc1 (stereo not given)
  A = 42	B = -1.2	C = 11	D = -0.1

(50) CCCN(CCO)Cc1ccc(Br)cc1
  A = -1	B = -0.3	C = -1	D = 0.0

(51) O=C(CSc1nnc2n(CC(=O)N3CCCC3)c3ccccc3n12)OC1CCCCC1
  A = -6	B = 1.5	C = -2	D = 0.0

(52) Cn1cc(CN2CCC(C3(CCc4ccccc4)NC(=O)NC3=O)CC2)cn1 (stereo not given)
  A = -11	B = 0.7	C = -6	D = 0.0

(53) CCOc1ccc(Nc2nc3ccccc3nc2NS(=O)(=O)c2ccc(C)cc2)cc1
  A = 2	B = 0.6	C = 9	D = -0.1

(54) CCOC(=O)CN1C(=O)C(CC)Oc2ccccc21 (stereo not given)
  A = -4	B = -1.4	C = 1	D = 0.1

(55) CCOc1cc(/C=C2\NC(=S)N(CC)C2=O)ccc1OCC(C)C
  A = 16	B = -1.4	C = 3	D = 0.1

(56) CC1CCC(NC(=O)CCCn2c(=S)[nH]c3ccc(Br)cc3c2=O)CC1 (stereo not given)
  A = 13	B = 0.8	C = -14	D = 0.3

(57) CC(=O)c1ccc(NC(=O)COC(=O)CCN2C(=O)c3cccc([N+](=O)[O-])c3C2=O)cc1
  A = -3	B = 0.3	C = -2	D = 0.9

(58) COC(=O)c1ccc(C2NCCc3cc(OC)c(OC)cc32)cc1 (stereo not given)
  A = 6	B = -1.3	C = 3	D = -0.1

(59) CN1C(=O)[C@H]2CN(C(=O)Oc3ccc(F)cc3)CCN2C(=O)[C@@H]1CO
  A = 7	B = 2.3	C = 5	D = 0.1

(60) CC(=O)c1ccccc1OCCCN1CCOCC1
  A = 31	B = -0.8	C = 6	D = 0.0

# Values in list order from the entries so far:
# Nos. 46–49 in TEAD-YAP block read 5, 2, 4, 11

# Continued:
# Assay codes – A = MITF primary; B = GPR151 activ; C = TEAD-YAP block; D = FBW7 act
(61) O=C(Nc1cc2c3c(c1)CCN3C(=O)CC2)c1ccccc1
  A = 6	B = -0.9	C = -16	D = 0.0

(62) Cc1ccc(-c2c(Nc3cccnc3)c(=O)c2=O)cc1
  A = 21	B = -1.4	C = -1	D = 0.0

(63) Cc1ccc(NC(=O)C2CCC(CNc3c(N4CCCCC4)c(=O)c3=O)CC2)cc1F (stereo not given)
  A = 13	B = -1.3	C = 0	D = 0.1

(64) COc1ccc(/C=N/Nc2nc3c(c(=O)[nH]c(=O)n3C)n2CC(C)C)c(O)c1
  A = -4	B = -1.3	C = -1	D = 0.1

(65) CC(NC(=O)c1cccc(Cl)c1)C(=O)O (stereo not given)
  A = 12	B = 0.4	C = -6	D = -0.1

(66) CCn1c(=S)[nH]c2sc3c(c2c1=O)CCCCC3
  A = -18	B = -1.0	C = 4	D = -0.1

(67) CCOC(=O)c1ccc(NC(=O)c2cc([N+](=O)[O-])ccc2Cl)cc1
  A = 11	B = 0.6	C = 39*	D = 0.2

(68) COc1ccc(CC2(CCC(=O)NCC3CC3)CCC(=O)N2)cc1OC (stereo not given)
  A = -4	B = 1.9	C = 3	D = -0.1

(69) CC(=O)c1cccc(NC(=O)/C=C/c2ccc([N+](=O)[O-])cc2)c1
  A = -22	B = 1.9	C = -4	D = -0.1

(70) CC(C)Cn1c(O)c(N=NC(N)=O)c2ccccc21
  A = 0	B = 0.5	C = -5	D = 0.0

(71) CCN(CC)c1ncnc2sc(C(=O)N3CCC(Cc4ccccc4)CC3)c(C)c12
  A = -3	B = -0.1	C = 0	D = -0.1

(72) CC1(C2(O)CCCCC2)NCCc2ccccc21 (stereo not given)
  A = 9	B = 3.4	C = 0	D = 0.1

(73) CN(C)C(=O)N1CCN(c2ccccc2)CC1
  A = -4	B = 3.7	C = 4	D = 0.0

(74) CCN1CCN(S(=O)(=O)c2cc(C)ccc2OC)CC1
  A = 9	B = -0.9	C = -12	D = 0.0

(75) COc1cc2nc(-c3ccc(C(N)=O)cc3)nc(Nc3ccccc3)c2cc1OC
  A = 0	B = -2.2	C = 27	D = 0.0

# Grouped by structure: the compounds so far with a thiophene ring, fused or not
# Assay codes – A = MITF primary; B = GPR151 activ; C = TEAD-YAP block; D = FBW7 act
(6) O=C1c2ccccc2C(=O)C1c1nc2sc3ccccc3c2o1
  A = -105	B = 0.8	C = -64	D = -0.6

(9) CC(=O)N1CCc2c(sc(NC(=O)c3ccccc3C)c2C(N)=O)C1
  A = 0	B = -0.4	C = 0	D = -0.1

(41) CCn1c(SCC(=O)Nc2sc3c(c2C(N)=O)CCCC3)nnc1-c1ccncc1
  A = -10	B = 1.1	C = 7	D = 0.1

(45) CC1(C)Cc2c(sc(NC(=O)Nc3ccccc3)c2C(N)=O)CO1
  A = -9	B = -2.1	C = -79	D = -0.3

(66) CCn1c(=S)[nH]c2sc3c(c2c1=O)CCCCC3
  A = -18	B = -1.0	C = 4	D = -0.1

(71) CCN(CC)c1ncnc2sc(C(=O)N3CCC(Cc4ccccc4)CC3)c(C)c12
  A = -3	B = -0.1	C = 0	D = -0.1

# Compounds above that contain bromine, in the order listed:
# Assay codes – A = MITF primary; B = GPR151 activ; C = TEAD-YAP block; D = FBW7 act
(12) COc1cc(-c2nc(C=Nc3ccccc3Br)c(O)o2)cc(OC)c1OC
  A = 1	B = -0.4	C = 5	D = 0.1

(50) CCCN(CCO)Cc1ccc(Br)cc1
  A = -1	B = -0.3	C = -1	D = 0.0

(56) CC1CCC(NC(=O)CCCn2c(=S)[nH]c3ccc(Br)cc3c2=O)CC1 (stereo not given)
  A = 13	B = 0.8	C = -14	D = 0.3

# Next section:
# Assay codes – A = MITF primary; B = GPR151 activ; C = TEAD-YAP block; D = FBW7 act
(76) C/C(=N\OCc1ccc(C#N)cc1)c1ccc(S(=O)(=O)N(C)C)cc1
  A = 11	B = 0.1	C = -18	D = -0.1

(77) FC(F)(F)c1cc(-c2ccccc2)nc2nncn12
  A = 17	B = -0.6	C = -2	D = 0.2

(78) Cc1cccc(N2C(=O)c3ccc(C(=O)Nc4ccc(Br)cc4)cc3C2=O)c1
  A = -5	B = 1.1	C = 3	D = -0.1

(79) O=C(O)c1c(CN2CCN(c3ccccc3)CC2)c(O)c2ccccc2c1O
  A = 4	B = 2.5	C = 3	D = -0.1

(80) Clc1ccc(Sc2c(-c3ccccc3)nc3sccn23)cc1
  A = 1	B = -0.4	C = 4	D = -0.1
